# Assay outcomes deposited in PubChem BioAssay by several laboratories.
# HGIII-sPLA2 inh: Blocks human group III sPLA2 activity; inhibition, % at 12.2 µM; QFRET BODIPY PC-A2 liposome hydrolysis, fluorescence; 370,000 compounds, 0.56% hits; AID 743126;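 active = inhibition above mean plus 3 SD of compounds lying within the high and low control bounds, cut at about 19% in these data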;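 note: 0% = median of test compound wells and 100% = no enzyme DMSO wells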
# KLK7 zymogen act: activates the human kallikrein-7 zymogen. activation, % at 7 µM. 370,000 compounds, 0.9% hits. AID 652039. purified proKLK7, EDANS-DABCYL substrate fluorescence; 100% is mature enzyme control, 0% vehicle. P49862;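 active = activation above the mean of all tested compounds plus 3 SD, computed per campaign excluding outliers beyond control limits, cut at about 13% in these data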
# Target sequence (P49862 whole entry, looked up): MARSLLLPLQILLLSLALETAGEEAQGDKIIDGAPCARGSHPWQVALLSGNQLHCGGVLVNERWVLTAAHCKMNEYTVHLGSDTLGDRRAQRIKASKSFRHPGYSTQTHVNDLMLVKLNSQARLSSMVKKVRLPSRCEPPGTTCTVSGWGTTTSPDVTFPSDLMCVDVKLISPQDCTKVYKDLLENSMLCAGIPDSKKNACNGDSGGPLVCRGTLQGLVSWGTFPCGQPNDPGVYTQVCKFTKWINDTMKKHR
# rCAG binder: binds r(CAG) RNA repeats; 370,000 compounds, 1.3% hits; AID 651821; inhibition, % at 3 µM; r(CAG) RNA repeat, TO-PRO-1 dye displacement fluorescence;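 active = inhibition above the plate cutoff, the mean of all test compounds on that plate plus 3 SD, cut at about 35% in these data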;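 note: 0% = DMSO alone and 100% = 100 µM mitoxantrone as full dye displacement; higher means more dye released from RNA so lower well fluorescence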
# Tn6 DDE FP: inhibitors of Tn6 peptide binding to human fibrin DD(E); inhibition, % at 8.3 µM; 370,000 compounds, 0.21% hits; Fibrin DD(E) TRITC-Tn6 fluorescence polarization displacement; P02675;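 active = inhibition above a per-campaign cutoff: mean of compounds within control limits plus 3 SD, cut at about 15% in these data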;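 note: 0% = median of all compound wells on the plate and 100% = blocking peptide control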
# ARFGAP1 inhibitor: inhibitors of rat ARFGAP1. Arfgap1-stimulated ARF1 GTP hydrolysis, GDP FP detection. 360,000 compounds, 0.26% hits. inhibition, % at 16.5 µM. Q62848;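 active = inhibition above a per-plate limit, mean inhibition of low control wells plus 3 SD, cut at about 25% in these data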;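 note: 0% = DMSO wells with enzyme and 100% = wells lacking Arfgap1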
# Target sequence (Q62848 1-136 limits assumed): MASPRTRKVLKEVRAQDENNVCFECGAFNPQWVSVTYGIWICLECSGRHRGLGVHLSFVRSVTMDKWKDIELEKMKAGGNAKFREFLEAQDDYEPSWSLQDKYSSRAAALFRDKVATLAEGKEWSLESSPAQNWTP
#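 Replicates: Single well per compound | Assay system: Truncated rat Arfgap1 GAP domain | Control set: No-Arfgap1 wells (100%) versus DMSO full-reaction wells (0%) | Times: Enzyme reaction 120 min at 25 °C after 20 min preincubation | Reagent: Human ARF1(Δ1-17)-GTP substrate | Measured by: Tracer-displacement fluorescence polarization with EDTA stop, 620/688 nm | Measure: Percent inhibition of Arfgap1-stimulated GTP hydrolysis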
# GC-B act: GC-B (human) receptor activation; P20594; HEK293-GC-B cells, CNP EC30, cGMP TR-FRET; 0% at EC30 CNP, 100% saturating CNP; activation, % at 10 µM; 370,000 compounds, 0.11% hits; AID 1920062;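 active = activation at 10 µM reaching about 35% in either raw or pattern-adjusted values, limit read from the data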
# FXN GAA850 act: increases GAA850 frataxin promoter reporter activity; activation, % at 6 µM; AID 540364; HEK293 lucGAA850 FXN promoter luciferase reporter, 24 h; percent of 10 µM SAHA response; 360,000 compounds, 0.56% hits;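 active = activation above the average of all compounds screened plus 3 SD, cutoff fixed separately per campaign, cut at about 7.5% in these data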;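 note: 0% = DMSO wells and 100% = 10 µM SAHA wells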
# GC-A act: GC-A (human) enzyme activation | activation, % at 10 µM | 370,000 compounds, 0.14% hits | HEK293 GC-A cells, cGMP TR-FRET, EC30 ANP; 0% at EC30 ANP, 100% saturating ANP | P16066; in the data active = activation above about 40%
# ADAM10 inh: inhibitors of human ADAM10; O14672; recombinant ADAM10, EDANS/DABCYL FRET peptide cleavage, 3 h; inhibition, % at 7 µM; 370,000 compounds, 0.62% hits;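 active = inhibition above a per-campaign cutoff equal to the mean of compounds falling between control-based bounds plus 3 SD, cut at about 20% in these data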;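 note: 0% = DMSO wells while the 100% control is not disclosed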
# ASAP1 GAP inh: blocks human ASAP1-stimulated Arf1 GTP hydrolysis. Q9ULH1. GDP FP detection. inhibition, % at 16.5 µM. 360,000 compounds, 0.19% hits. AID 624377; in the data active = inhibition above about 25%;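 note: 0% = vehicle with enzyme and substrate and 100% = no enzyme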
# Target sequence (Q9ULH1 325-724 limits assumed): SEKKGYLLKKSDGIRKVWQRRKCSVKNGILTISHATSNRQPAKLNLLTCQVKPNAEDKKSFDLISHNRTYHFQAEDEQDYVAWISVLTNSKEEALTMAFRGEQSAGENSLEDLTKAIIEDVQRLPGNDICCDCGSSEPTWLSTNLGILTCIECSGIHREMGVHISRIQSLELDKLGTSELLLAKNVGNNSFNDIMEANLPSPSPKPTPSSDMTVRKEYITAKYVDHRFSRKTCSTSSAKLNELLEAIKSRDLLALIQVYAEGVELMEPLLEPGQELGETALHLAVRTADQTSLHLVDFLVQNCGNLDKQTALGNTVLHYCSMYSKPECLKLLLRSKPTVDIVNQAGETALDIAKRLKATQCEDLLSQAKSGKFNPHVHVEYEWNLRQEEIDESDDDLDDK
# * marks the source's active call; other numbers are inactive results; · = not tested or not shown.
smiles,HGIII-sPLA2 inh,KLK7 zymogen act,rCAG binder,Tn6 DDE FP,ARFGAP1 inhibitor,GC-B act,FXN GAA850 act,GC-A act,ADAM10 inh,ASAP1 GAP inh
CC(Oc1cccc(Cl)c1)C(=O)Nc1cc(Cl)ccc1N1CCOCC1 (stereo not given),-5,0.1,2,4,3,-12,2.1,-16,4,-7
COc1cc(NC(=O)CCCC(=O)OCC(F)(F)C(F)F)nc(OC)n1,-1,-0.4,-5,0,6,-5,-0.3,2,-6,2
O=C(NC1CCCCC1)c1cccc2c1C(=O)c1ccc(N3CCCC3)cc1S2(=O)=O,-7,-4.8,-5,-7,11,0,-1.4,2,4,11
CSc1ccccc1-n1nnnc1SCC(=O)NCc1cccs1,-13,0.5,-2,2,-1,-3,-1.3,0,0,3
COc1ccc(/C=C/C(=O)OCC(=O)c2ccc[nH]2)cc1,-3,0.5,2,4,1,0,1.1,2,-8,9
O=C(CNC(=O)c1ccc(Cl)cc1)N/N=C/c1cccnc1,-4,0.0,-3,2,13,-4,0.9,0,-3,10
Nn1c(SCC(=O)Nc2nccs2)nnc1-c1ccco1,3,1.0,3,-6,5,-4,-1.6,-2,-1,5
COc1ccc(CCNc2nc(-c3sc(C)nc3C)cs2)cc1OC,3,0.1,-1,4,12,-1,3.1,-3,-4,-4
O=C(COC(=O)/C=C/c1ccc(F)cc1)NCC1CCCO1 (stereo not given),1,-0.5,0,7,4,1,0.4,1,2,10
Cc1ccccc1-c1nnn(CC(=O)N2CCN(S(=O)(=O)c3ccc(Cl)cc3)CC2)n1,1,-0.2,0,9,-3,-5,-0.4,0,-4,0
O=C(NCCC1CCCCN1S(=O)(=O)c1ccccc1)C(=O)NCc1ccco1 (stereo not given),-2,0.4,-6,6,2,5,3.1,4,-4,8
CCn1c(C(C)NC(=O)c2ccccc2C)n[nH]c1=S (stereo not given),1,0.0,0,-2,-10,-8,1.3,2,-3,-6
O=C(CSc1nccn1Cc1ccccc1)Nc1ccccc1,0,0.1,-4,-3,-8,2,-0.5,-5,6,-7
CC(C)C(NC(=O)c1ccccc1)C(=O)OCC(=O)N1CCCC1 (stereo not given),12,-0.2,-1,5,-1,0,-0.6,0,-8,-4
CCC(C)/C(C)=N/NC(=O)C1COc2ccccc2O1 (stereo not given),2,-0.4,0,1,8,-1,-5.8,1,6,3
COc1cccc(NC(=O)CN(C)C(=O)CC2CCCC2)c1,10,0.4,-7,6,7,4,-0.9,-3,-1,-14
Fc1ccc(-c2nnc(Cc3nnc(-c4ccc(F)cc4)o3)o2)cc1,-13,-0.2,4,2,1,-3,-1.3,-2,-3,-8
Cc1ccc(S(=O)(=O)n2nc(OC(=O)c3cccc(F)c3)cc2N)cc1,7,-0.1,3,2,-11,-2,-1.0,4,-1,1
O=C(CCc1ccccc1)NC(NC(=S)Nc1ccc(Br)cc1)C(Cl)(Cl)Cl (stereo not given),-1,0.4,5,3,9,5,-4.7,3,1,8
CC(C)c1ccc(NC(=O)CCCC(=O)NCCc2ccccc2)cc1,-7,0.1,-7,-6,-3,-4,2.4,-1,0,5
COc1ccc(-c2nnc(SCC(=O)Oc3ccc(C)cc3)o2)cc1,-8,0.5,-3,-3,9,4,0.1,34,-7,-5
O=C(CN1C(=O)C2C3C=CC(C3)C2C1=O)Nc1ccc(S(=O)(=O)Nc2nccs2)cc1 (stereo not given),-19,-0.1,16,-4,-4,2,1.8,-1,6,2
O=C(N/N=C\c1cc2c(cc1Cl)OCO2)c1cccs1,0,1.3,8,-2,-2,3,2.2,-2,-7,-5
COc1ccccc1C1NC(=O)c2ccccc2O1 (stereo not given),-1,1.2,2,0,1,1,1.0,-1,-40,3
COc1ccc(C(=O)NCc2cnn(C)c2)cc1OC1CCN(C(C)C)CC1,3,0.0,-3,2,8,3,1.2,2,1,1

# Not a retest: an excerpt of the list.
smiles,HGIII-sPLA2 inh,KLK7 zymogen act,rCAG binder,Tn6 DDE FP,ARFGAP1 inhibitor,GC-B act,FXN GAA850 act,GC-A act,ADAM10 inh,ASAP1 GAP inh
O=C(N/N=C\c1cc2c(cc1Cl)OCO2)c1cccs1,0,1.3,8,-2,-2,3,2.2,-2,-7,-5
COc1ccccc1C1NC(=O)c2ccccc2O1 (stereo not given),-1,1.2,2,0,1,1,1.0,-1,-40,3
COc1ccc(C(=O)NCc2cnn(C)c2)cc1OC1CCN(C(C)C)CC1,3,0.0,-3,2,8,3,1.2,2,1,1

# Ordered by value in ARFGAP1 inhibitor (lowest first): some entries from above
molecule | HGIII-sPLA2 inh | KLK7 zymogen act | Tn6 DDE FP | ARFGAP1 inhibitor | GC-B act | GC-A act | ADAM10 inh | ASAP1 GAP inh
Cc1ccc(S(=O)(=O)n2nc(OC(=O)c3cccc(F)c3)cc2N)cc1 | 7 | -0.1 | 2 | -11 | -2 | 4 | -1 | 1
CC(Oc1cccc(Cl)c1)C(=O)Nc1cc(Cl)ccc1N1CCOCC1 (stereo not given) | -5 | 0.1 | 4 | 3 | -12 | -16 | 4 | -7
COc1cc(NC(=O)CCCC(=O)OCC(F)(F)C(F)F)nc(OC)n1 | -1 | -0.4 | 0 | 6 | -5 | 2 | -6 | 2
COc1cccc(NC(=O)CN(C)C(=O)CC2CCCC2)c1 | 10 | 0.4 | 6 | 7 | 4 | -3 | -1 | -14
COc1ccc(-c2nnc(SCC(=O)Oc3ccc(C)cc3)o2)cc1 | -8 | 0.5 | -3 | 9 | 4 | 34 | -7 | -5
O=C(NC1CCCCC1)c1cccc2c1C(=O)c1ccc(N3CCCC3)cc1S2(=O)=O | -7 | -4.8 | -7 | 11 | 0 | 2 | 4 | 11

# Later entries:
smiles,HGIII-sPLA2 inh,KLK7 zymogen act,rCAG binder,Tn6 DDE FP,ARFGAP1 inhibitor,GC-B act,FXN GAA850 act,GC-A act,ADAM10 inh,ASAP1 GAP inh
CC(C)CN(C(=O)C(C)N1C(=O)c2ccccc2C1=O)c1c(N)n(Cc2ccccc2)c(=O)[nH]c1=O (stereo not given),1,-0.3,2,3,12,4,0.4,4,-2,2
CCOC(=O)c1c(C)[nH]c(C)c1C(=O)CSc1nnc(-c2ccc(OC(F)F)cc2)o1,-11,-0.3,1,-1,17,-2,-1.3,0,5,6
COc1ccc(CN2CCc3ccc(NC(=O)c4ccncc4)cc3C2)c(F)c1,4,-0.3,-4,8,4,0,-1.8,7,-2,-16
Cc1ccc(C(=O)Cn2c(=N)n(CCN3CCOCC3)c3ccccc32)cc1,-2,-0.3,-3,7,0,-2,2.0,0,0,-6
Cc1c(C(=O)N2CCN(c3ccccc3)CC2)sc2ncnc(N3CCN(c4ccccn4)CC3)c12,4,0.3,2,7,1,4,-1.1,-2,4,-2
CCOc1ccccc1C=NNC(=O)CCCCC(=O)NN=Cc1ccccc1OCC,0,0.9,2,7,-16,-2,-1.1,-6,-3,4
COc1ccc(Nc2nc(N)nc(CSc3nnc(N)s3)n2)cc1,9,-0.1,-1,-9,14,2,4.4,-7,0,15
CCOc1ccc(NC(c2ccccc2)P(=O)(OC)OC)cc1 (stereo not given),-2,-0.1,-7,0,13,6,1.0,-1,8,10
O=C(O)c1ccc(C(=O)O)c(C(=O)c2ccccc2)c1,6,0.5,-1,7,2,3,-1.1,2,4,-5
C/C(=C\c1ccc(Br)cc1)C(=O)c1c(C)cc(C)[nH]c1=O,-1,0.3,-7,6,0,4,0.0,-1,0,8
O=C1c2oc3ccc(F)cc3c(=O)c2C(c2ccc(F)cc2)N1CCCN1CCOCC1 (stereo not given),0,0.2,7,-1,3,2,-1.9,1,-73,12
CCCCN1C(=O)C2C(C(=O)Nc3cccc(OC)c3)C3C=CC2(O3)C1C(=O)NC1CCCCC1C (stereo not given),-3,0.1,0,5,-2,5,1.7,3,-11,9
NC(=O)c1cc2n(n1)C(C(F)(F)F)CC(c1ccco1)N2 (stereo not given),3,0.4,-3,-1,4,-1,2.6,2,1,-5
O=C(Nc1ccccc1F)C1CCN(S(=O)(=O)c2cccnc2)CC1,9,0.0,-1,5,15,2,-0.6,3,5,5
COC(=O)c1ccc(C(=O)NC(=S)Nc2nc3c(s2)CCCC3)cc1,3,-0.4,4,-6,-3,2,2.7,-3,3,-17
COc1ccc(S(=O)(=O)N2CCN(c3nn(C)c(=O)n(C)c3=O)CC2)cc1,6,0.7,2,3,1,0,-2.6,0,-9,8
OC[C@@H]1CN(Cc2ccc(F)cc2)C[C@H](n2cnc3c(NCc4ccc(F)cc4)ncnc32)O1,-3,0.6,0,0,-16,-4,1.6,1,0,13
COc1ccccc1C(=O)N1CCN(C2CCN(Cc3ccccc3)CC2)CC1,0,0.2,-11,-4,-16,6,-0.1,-1,-2,3
c1ccc(OC2CCN(c3ncnc4sccc34)CC2)cc1,-1,·,·,1,·,-7,·,1,2,·
COc1ccc([N+](=O)[O-])cc1NC(=O)COC(=O)c1ccccn1,1,0.3,4,1,7,-4,1.5,3,4,9
CC(=O)c1c(C)[nH]c(C(=O)CN2C(=O)NC3(CCCCC3C)C2=O)c1C (stereo not given),-3,-0.4,0,-2,9,-5,1.6,0,-4,-2
Cc1ccc(/C=N/NC(=O)c2c(-c3ccccc3)noc2C)c(O)c1,12,-8.9,1,3,-4,0,-1.3,-6,-19,-2
Cc1cc(C(=O)N/N=C/c2c(C)[nH]c3ccccc23)n[nH]1,1,0.3,4,-7,-2,-7,1.2,-7,13,4
CC1(CC(=O)N/N=C/c2cc(Br)c(O)cc2O)OCCO1,2,-3.7,-3,6,12,-1,-0.2,-3,-49,-9
C/C(=N/NS(=O)(=O)c1ccc(C)cc1)c1ccc2c(c1)OCO2,1,0.5,3,0,6,-1,-1.0,0,1,5
COc1ccc(CCC(C)NC2CCCCCCC2)cc1 (stereo not given),-3,0.6,3,0,2,-7,3.4,-12,-1,-6
O=C(O)/C=C/c1cn(-c2ccccc2)nc1-c1cccc([N+](=O)[O-])c1,-16,0.2,12,-6,-8,-3,1.1,-4,0,3
O=C(O)CCc1nnc(SCC(=O)Nc2cccc(C(F)(F)F)c2)[nH]c1=O,0,0.7,5,4,6,0,-0.1,-1,0,13
